Bioassay records from PubChem.
TCR activator: T cell receptor activation; primary human leukocytes, anti-CD3, IL-2 HTRF, 48 h; Potency, µM (titrated, usually from 9.22 µM), inactives show top-dose activation of IL-2 secretion, usual class: activators; 330,000 tested, under 10 active; AID 504894; further: % of control where 0% means no effect
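Primary human leukocytes receive a-CD3 beads and test compound and are incubated 48 hr. Secreted IL-2 is then assayed by HTRF, measuring 665nm acceptor emission after 320nm excitation of the europium donor.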
BRCA1 expr act: increases BRCA1 expression; MCF7-BRCA1-FFLuc reporter, luminescence, 48 h; response scale: scaled: vehicle 0%, 10 µM genistein 100%; Potency, µM (doses to about 46.1 µM), for the others: top-dose activation, most hits filed as activators; hit rate 1.1% among 380,000; AID 624202; further: potency means the concentration at half of the fitted maximal effect; nearly all actives have a fitted effect of over 80% in size; some results filed as inactive show a strong effect at the top dose
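Luminescence from a BRCA1-driven firefly luciferase in MCF7 cells was read after 48 h compound exposure at 37 C. Data normalized against DMSO and a 10microM genistein activation control, then curve-fitted across the titration.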
B2AR arrestin: beta2AR (human) beta-arrestin recruitment activity; P07550; AID 492947; Potency, µM (titrated, usually from 46.1 µM), inactives show at the highest dose activation, most hits filed as activators; hit rate 0.02% among 330,000; beta-arrestin recruitment to beta2AR, cell-based reporter;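 further: potency means the concentration at half of the fitted maximal effect; 0% = DMSO controls and full agonism = EC100 isoproterenol or metaproterenol; nearly all actives have a fitted effect of over 65% in size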
A-T KAP1 phos: potential ataxia-telangiectasia treatment; AID 485349; […] A-T fibroblasts, KAP-1 phosphorylation AlphaLISA; neocarzinostatin DNA damage 30 min before lysis; hit rate 0.19% among 320,000; Potency, µM (highest dose often 57.5 µM), inactives show top-dose activation, actives largely listed as activators; further: potency means the concentration at half of the fitted maximal effect; % of control where 0% means no effect; nearly all actives have a fitted effect of over 45% in size
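hTERT-immortalized A-T patient fibroblasts ([…]), 500 cells/well in OPTI-MEM, 1% FBS, got compounds for 60 min, then NCS for 30 min at 37C. Lysates were then assayed for phospho-KAP-1 by AlphaLISA (anti-pKAP1 donor, anti-KAP1 acceptor beads), 6 hr at 25C.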
p53 reactivation: restores transcriptional activity of mutant p53; H1299 p53-A138V BP100-luciferase reporter, luminescence, 24 h; Potency, µM (doses to about 92.2 µM), for inactives: top-dose activity change, positive = activation, hits mostly activators; hit rate 0.063% among 320,000; further: potency means the concentration at half of the fitted maximal effect; % of control where 0% means no effect; nearly all actives have a fitted effect of over 45% in size
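H1299 (p53-null), stable ts p53-A138V + BP100-Luc; 1000 cells/well, Opti-MEM/10% FBS; cpd 4 pt, 1:5; 24 h, 37 deg C, 5% CO2; detection reagent 10 min RT; luminescence.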
CXXC DNA block: blocks binding of human MLL CXXC domain to DNA. Q03164. Potency, µM (doses to about 115 µM), without a hit: at the top dose activity change, negative = inhibition, most hits filed as inhibitors. AID 2662. hit rate 0.037% among 290,000. MLL-CXXC / FITC-HOXA9 DNA fluorescence polarization; active means well fitted inhibition curve with a large enough effect in the polarisation, with a control signal flat, not every such curve was filed as active; inconclusive means small, poorly fitted or top-dose-only effect, or effect the other way, or a change in a side signal; inactive means no such curve, though single readings can be large or run the other way; the % refers to the polarisation; further: potency means the concentration at half of the fitted maximal effect
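Purified MLL-CXXC (added from a 7 uM solution) was preincubated 5 min at ambient with pinned compounds in 50 mM Tris-HCl pH 7.5, 50 mM NaCl, 1 mM DTT, 0.05% BSA. Fluorescein-labeled HOX-A9 DNA (50 nM solution) followed, 30 min, then polarization read.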
a7 integrin act: integrin-mediated muscular dystrophy alleviation activation. Potency, µM (doses to about 38.3 µM), without a hit: at the top dose activation, most hits filed as activators. hit rate 0.064% among 350,000. alpha7betagal myoblasts, beta-gal FDG fluorescence, 48 h;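 further: potency means the concentration at half of the fitted maximal effect; 100% = response of the positive control SU9516; nearly all actives have a fitted effect of over 60% in size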
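Alpha7betagal+/- myoblasts (passage 13) were plated 16-24 hr, then exposed to compounds (1:260 dilution of DMSO stock) for 48 hours at 37C. After MPER lysis, β-galactosidase reporter activity was read as FDG fluorescence (ex 480/em 540) after 30 minutes.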
TRPV1 agonist: agonists of human vanilloid receptor 1 (TRPV1) | Q8NER1 | TRPV1-expressing cells, Fluo-8 calcium influx, agonist mode | activation, % at 8.33 µM | hit rate 0.19% among 320,000 | AID 540275; in the data active means activation above about 80%; inconclusive means between about 30% and that limit; further: 0% is about no effect
Target sequence (Q8NER1 whole entry, looked up): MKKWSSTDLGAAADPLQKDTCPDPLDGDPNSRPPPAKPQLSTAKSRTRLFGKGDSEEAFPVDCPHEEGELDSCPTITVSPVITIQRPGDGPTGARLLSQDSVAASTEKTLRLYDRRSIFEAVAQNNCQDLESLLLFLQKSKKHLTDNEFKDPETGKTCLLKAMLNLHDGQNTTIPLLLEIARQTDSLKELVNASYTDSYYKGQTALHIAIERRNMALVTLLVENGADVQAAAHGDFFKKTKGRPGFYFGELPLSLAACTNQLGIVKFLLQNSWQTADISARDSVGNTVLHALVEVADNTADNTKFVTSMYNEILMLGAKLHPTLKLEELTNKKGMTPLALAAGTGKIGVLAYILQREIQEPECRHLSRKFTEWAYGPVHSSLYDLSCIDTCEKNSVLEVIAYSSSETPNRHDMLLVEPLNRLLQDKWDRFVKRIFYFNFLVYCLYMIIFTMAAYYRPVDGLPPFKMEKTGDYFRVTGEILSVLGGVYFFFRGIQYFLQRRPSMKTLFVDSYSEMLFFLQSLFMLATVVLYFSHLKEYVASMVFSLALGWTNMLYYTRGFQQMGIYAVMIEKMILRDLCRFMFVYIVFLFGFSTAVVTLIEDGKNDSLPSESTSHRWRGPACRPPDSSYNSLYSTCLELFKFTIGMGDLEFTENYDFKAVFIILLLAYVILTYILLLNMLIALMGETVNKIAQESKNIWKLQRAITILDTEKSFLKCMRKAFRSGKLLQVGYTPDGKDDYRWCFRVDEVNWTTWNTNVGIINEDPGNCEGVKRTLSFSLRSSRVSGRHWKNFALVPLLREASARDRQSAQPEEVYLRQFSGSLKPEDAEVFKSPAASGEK
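Fluo-8 calcium influx in TRPV1-expressing cells, kinetic read (ex 480/em 520 nm). Compound added and read 3 min for agonist activity, followed by capsaicin at EC20 final and 2 min further read for enhancement.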
PTAP TSG101 blk: blocks PTAP/TSG101 interaction to inhibit HIV-1 budding; Potency, µM (titrated, usually from 115 µM), inactives show at the top dose activity change, negative = inhibition, most hits filed as inhibitors; Q99816; Fluorescence polarization, FITC-PTAP peptide / Tsg101 binding; AID 493005; 340,000 tested, under 10 active; active means well fitted inhibition curve with a large enough effect in the main read-out, with a control signal flat, not every such curve was filed as active; inconclusive means small, poorly fitted or top-dose-only effect, or effect the other way, or a change in a side signal; inactive means no such curve, though single readings can be large or run the other way; further: potency means the concentration at half of the fitted maximal effect; % of control where 0% means no effect
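Tsg101 binding domain (10 uM final) was mixed with compound and a FITC-labeled PTAP peptide (50 nM final) in HEPES pH 7.5 buffer with NaCl, Tween 20, EDTA and TCEP; fluorescence polarization was read after 20 min at r.t.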
ELG1 repair inh: blocks ELG1-dependent DNA repair in HEK293T cells | HEK293T ELG1-luciferase reporter, luminescence, 16 h; DNA damage induced by 5-fluorouridine | Potency, µM (series often up to 46.1 µM), without a hit: at the highest dose activity change, negative = inhibition, usual class: inhibitors | hit rate 2.3% among 330,000 | AID 504467; further: potency means the concentration at half of the fitted maximal effect; on the % scale 0 is the no-effect control and ±100 the full control effect; nearly all actives have a fitted effect of over 55% in size
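5-Fluorouridine DNA damage + compound/DMSO, 2,000 cells/well, 16 h, 37 °C/5% CO2. ONE-Glo, 30 min RT, luminescence. Readout = decrease in reporter signal.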
Starred values were filed as active, the others as inactive; ? = inconclusive; . = no result given; [ ] = another dose, or the depositor's remark. Unless noted, the call rests on the fitted dose curve; in most records, active means well fitted curve in the direction sought with a large enough effect; inconclusive means small, poorly fitted or top-dose-only effect, or another doubt; inactive means no such curve, though single readings can be large; an effect the other way counts as inactive or inconclusive.

no.	compound	TCR activator	BRCA1 expr act	B2AR arrestin	A-T KAP1 phos	p53 reactivation
1	CC(=NCCCn1ccnc1)c1c(O)n(Cc2ccccc2)c(=O)[nH]c1=O	-13%	-22%	0.1%	.	6%
2	Cc1cccc(CCN(C(=O)c2csnn2)C(C(=O)NC2CCCC2)c2ccco2)c1 (centres undefined)	0%	-34%	-0.4%	6%	-5%
3	Clc1ccccc1OCCCCN1CCCCC1	-2%	0%	-0.3%	5%	0%
4	O=C1CNC(=O)/C(=C/c2cccs2)N1	6%	-7%	0.0%	1%	3%
5	CCOc1ccc(C)cc1S(=O)(=O)Nc1ccc(Cl)cn1	4%	14%	-1.0%	-1%	7%
6	CC(CNC(=O)C1CCCN(S(=O)(=O)N2CCOCC2)C1)c1ccccc1 (centres undefined)	0%	-1%	0.0%	12%	2%
7	O=C(Cc1ccc(NC(=O)C2CCN(C(=O)c3ccccc3)CC2)cc1)Nc1cccc(C(=O)N2CCCCC2)c1	-4%	12%	.	.	.
8	Oc1nc(-c2ccc(Cl)cc2)n2ccncc12	4%	-4%	-0.2%	4%	-1%

no.	CXXC DNA block	a7 integrin act	TRPV1 agonist	PTAP TSG101 blk	ELG1 repair inh
1	2%	0%	9	-4%	5%
2	-1%	0%	?	-9%	-25%
3	1%	4%	-3	-3%	-10%
4	2%	0%	5	0%	21%
5	10%	5%	1	-5%	5%
6	4%	-45%[inhibitor]	0	-6%	14%
7	.	11%	.	1%	.
8	2%	-19%	-3	0%	-22%

Reformatted: results already given
Results follow in this order: TCR activator | BRCA1 expr act | B2AR arrestin | A-T KAP1 phos | p53 reactivation | CXXC DNA block | a7 integrin act | TRPV1 agonist | PTAP TSG101 blk | ELG1 repair inh
3. Clc1ccccc1OCCCCN1CCCCC1
  -2% | 0% | -0.3% | 5% | 0% | 1% | 4% | -3 | -3% | -10%
4. O=C1CNC(=O)/C(=C/c2cccs2)N1
  6% | -7% | 0.0% | 1% | 3% | 2% | 0% | 5 | 0% | 21%
5. CCOc1ccc(C)cc1S(=O)(=O)Nc1ccc(Cl)cn1
  4% | 14% | -1.0% | -1% | 7% | 10% | 5% | 1 | -5% | 5%

Other results follow.
no.	compound	TCR activator	BRCA1 expr act	B2AR arrestin	A-T KAP1 phos	p53 reactivation
9	COc1ccc(C(CC(=O)N2CCCC(C)C2)c2c(OC)cc(OC)c3c(-c4ccccc4)cc(=O)oc23)cc1 (centres undefined)	0%	-35%	-0.5%	-16%	3%
10	Cc1cccc(-n2c(O)c(C=Nc3cc(O)ccc3C)c3ccccc3c2=O)n1	-15%	5%	0.1%	5%	-1%
11	COc1ccc(/C=C2\SC(=S)N(CCC(=O)Nc3ccc(O)cc3)C2=O)cc1	.	-15%	0.2%	1%	.
12	COc1cccc(CNC(=O)CCC2CCCN(Cc3ccc4c(c3)CCO4)C2)c1 (centres undefined)	8%	-15%	-0.9%	-2%	1%
13	CCN(CC)S(=O)(=O)c1cccc(-c2nnc(SC(C)C#N)n2Cc2ccccc2)c1 (centres undefined)	-1%	-25%	-0.7%	.	-14%
14	COc1ccc(NC(=O)c2ccc([N+](=O)[O-])s2)c([N+](=O)[O-])c1	2%	-44%	0.2%	3%	3%
15	COc1ccc(C2CCCN2C(=O)Nc2ccc(C)c(C)c2)cc1OC (centres undefined)	3%	14%	0.2%	6%	-4%
16	OC(COCCOc1ccc(Br)cc1)CN1CCCCC1 (centres undefined)	-14%[46.1 µM]	-2%	-0.6%	1%	3%

no.	CXXC DNA block	a7 integrin act	TRPV1 agonist	PTAP TSG101 blk	ELG1 repair inh
9	0%	-15%	9	5%	?
10	?	-2%	2	-11%	-16%
11	53%[activator]	-18%	-1	0%	2%
12	5%	0%	4	1%	1%
13	-3%	-14%	8	-7%	?
14	4%	-45%[inhibitor]	0	-1%	-5%
15	2%	1%	?	-1%	?
16	?	-28%	3	-2%	12%

(continued)
no.	compound	TCR activator	BRCA1 expr act	B2AR arrestin	A-T KAP1 phos	p53 reactivation
17	Cc1occc1-c1nnc(SCC(=O)Nc2ccc(F)cc2)n1Cc1ccccc1	4%	-10%	-1.9%	0%	-3%
18	CN1CCN(S(=O)(=O)c2cccc(C(=O)NCCOc3ccccc3)c2)CC1	-5%	-15%	0.0%	-1%	0%
19	COc1cc(NC(=O)c2ccc3c(=O)n(Cc4ccco4)c(=S)[nH]c3c2)cc(OC)c1OC	11%	-13%	-0.2%	-8%	-2%
20	CC(CNC(=O)CCCn1ncn2c(cc3occc32)c1=O)c1ccccc1 (centres undefined)	-1%	7%	0.2%	-4%	0%
21	CC1CCCC(NC(=O)CNCc2ccccc2F)C1C (centres undefined)	0%	-13%	0.0%	-4%	2%
22	O=C(O)c1ccccc1Sc1ncnc2sccc12	4%	0%	-0.7%	-2%	0%
23	O=C(NCc1ccccc1)Nc1cccn(Cc2ccccc2F)c1=O	0%[46.1 µM]	16%	4.2%	3%	16%
24	CC(=O)c1ccc(N=Nc2ccc(C)cc2)cc1	-2%	20%	-0.7%	4%	11%

no.	CXXC DNA block	a7 integrin act	TRPV1 agonist	PTAP TSG101 blk	ELG1 repair inh
17	11%	-25%	15	-3%	?
18	.	16%	-2	3%	?
19	56%[activator]	6%	1	-2%	-23%
20	-2%	-3%	-4	-4%	-1%
21	8%	3%	?	-2%	-6%
22	-8%	?	-1	-3%	3%
23	18%	-4%	26	0%	10%
24	3%	7%	3	-3%	?

Further structures follow:
no.	compound	TCR activator	BRCA1 expr act	B2AR arrestin	A-T KAP1 phos	p53 reactivation
25	CCOC(=O)c1ccc(NC(=S)NCCCn2ccnc2)cc1	2%	0%	-0.3%	2%	7%
26	COc1ccc(C2Nc3ccccc3NC3=C2C(=O)CC(C)(C)C3)cc1OC (centres undefined)	1%	-34%	-0.4%	-5%	.
27	COc1cccc(N2CCN(CC(=O)Nc3ccc(S(=O)(=O)N4CCCCCC4)cc3)CC2)c1	1%	-40%	0.1%	-3%	-5%
28	Cc1ccc(OCCC(=O)OCC(=O)Nc2ccc(F)cc2)cc1	-41%	-11%	0.5%	-7%	22%
29	O=C(Nc1ccc(Cl)cc1C(F)(F)F)C(Sc1cccc[n+]1[O-])c1ccccc1 (centres undefined)	0%	0%	0.2%	9%	-5%
30	Cc1ccc(-c2nc(CSCC(=O)N3CCCC3)c(C)o2)cc1	4%	-6%[1.84 µM]	-0.5%	3%	4%
31	Cc1[nH]nc(-c2ccc(O)c(C)c2O)c1Oc1ccccc1	4%	-31%	0.8%	.	1%
32	COc1ccc(Cl)cc1C(=O)Nc1cc(=O)n(C)c(=O)n1C	-2%	34%	6.4%	3%	-2%

no.	CXXC DNA block	a7 integrin act	TRPV1 agonist	PTAP TSG101 blk	ELG1 repair inh
25	3%	-27%	2	-2%	?
26	2%	27%	-1	-8%	2%
27	.	-21%	2	0%	?
28	.	-17%	-2	0%	26%
29	2%	-19%	-5	-1%	0%
30	6%	-53%[inhibitor]	6	-6%	25%
31	-16%	1%	-2	-2%	?
32	5%	1%	-2	-7%	-3%

Remaining list, next part.
no.	compound	TCR activator	BRCA1 expr act	B2AR arrestin	A-T KAP1 phos	p53 reactivation
33	O=C(C1CCC(CNS(=O)(=O)c2ccccc2)CC1)N1CCCCC1 (centres undefined)	1%	-22%	-0.6%	-4%	-8%
34	CCCn1c(=O)c(C(=O)Nc2ccccc2C)c(O)c2ccccc21	.	-17%	-0.8%	-11%	.
35	O=[N+]([O-])c1ccc(Oc2ccc(S(=O)(=O)Nc3ccccc3)cc2)cc1	0%[46.1 µM]	-46%	-0.2%	-5%	2%
36	CC1Oc2ccccc2N(Cc2ccccc2Cl)C1=O (centres undefined)	-2%[46.1 µM]	1%	-0.2%	7%	-9%
37	COC(=O)c1cc(NC(=O)c2c(-c3ccccc3)noc2C)ccc1N1CCOCC1	-3%	-7%	0.5%	2%	-10%
38	COc1ccccc1N1CCN(CC(=O)c2ccc(F)cc2)CC1	3%	-1%	0.1%	-1%	-7%
39	COc1ccc(C(=O)N/N=C/C2CC=CCC2)cc1OC (centres undefined)	-2%	-3%	0.2%	-4%	0%

no.	CXXC DNA block	a7 integrin act	TRPV1 agonist	PTAP TSG101 blk	ELG1 repair inh
33	16%	-13%	5	-1%	?
34	-10%	10%	2	2%	25%
35	-4%	-9%	3	0%	4%
36	1%	-4%[7.66 µM]	5	-2%	?
37	2%	-12%	2	-5%	-14%
38	-10%	44%	0	-2%	-5%
39	1%	13%	-3	1%	14%
